hcGAS inh – blocks human cGAS activity; Q8N884; 290,000 tested, 0.081% active; inhibition, % at 12.5 µM; recombinant h-cGAS, ATP depletion, Kinase-Glo luminescence;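 further: 0% = vehicle reaction and 100% = reaction without DNA for no activity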
Target sequence (Q8N884 whole entry, looked up): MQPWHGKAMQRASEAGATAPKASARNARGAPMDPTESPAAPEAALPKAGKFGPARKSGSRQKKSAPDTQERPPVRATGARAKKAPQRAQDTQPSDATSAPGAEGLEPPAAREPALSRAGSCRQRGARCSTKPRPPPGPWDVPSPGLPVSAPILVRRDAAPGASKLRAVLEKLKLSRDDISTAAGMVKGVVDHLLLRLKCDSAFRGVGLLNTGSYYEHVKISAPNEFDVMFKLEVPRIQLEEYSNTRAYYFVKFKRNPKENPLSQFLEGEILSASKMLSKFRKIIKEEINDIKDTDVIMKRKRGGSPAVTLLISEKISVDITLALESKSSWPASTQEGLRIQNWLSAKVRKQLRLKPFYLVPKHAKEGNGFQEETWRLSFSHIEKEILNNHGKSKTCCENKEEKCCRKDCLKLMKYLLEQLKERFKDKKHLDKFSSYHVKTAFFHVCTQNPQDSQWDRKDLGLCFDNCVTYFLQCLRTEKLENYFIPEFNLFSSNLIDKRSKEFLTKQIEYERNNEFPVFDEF
mcGAS lum – blocks mouse cGAS activity | Q8C6L5 | recombinant cGAS, Kinase-Glo ATP depletion luminescence | inhibition, % at 12.5 µM | 160,000 tested, 0.15% active;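 further: 0% = negative control wells and 100% = reference inhibitor with no enzyme activity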
NPYLR7 ag – activates Aedes aegypti NPYLR7 receptor; activation, % at 10 µM; HEK293T NPYLR7/Galpha15, GCaMP6s calcium fluorescence; 270,000 tested, 0.15% active; in the data active means activation above about 40%;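 further: 0% = vehicle and 100% = reference agonist at the receptor; some compounds past the cut are filed as inactive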
Active calls of the source: *; . = no result given. Unless noted, no stated cut-off is given here; in the data, active means inhibition above about 40%; inactive means the rest. Compounds were not picked by outcome, and some 0.29% of all compounds hit somewhere here.

Order of results – hcGAS inh	mcGAS lum	NPYLR7 ag
> CCOc1cccc(OCCCOc2ccc(Cl)cc2C)c1
 : -3	.	-6
> COCCN=c1scc(-c2ccco2)n1N=Cc1cc(Br)ccc1OC
 : -4	.	-11
> CCC(C)N(Cc1c(-c2ccc(C)cc2)noc1N1CCCC1)C(=O)c1ccco1 (stereo unspecified)
 : -2	-5	5
> Cc1c(CN(C)Cc2cc(=O)c3ccccc3[nH]2)cnn1C
 : -1	.	-3
> c1ccc(CN2CCN(c3nc(-c4ccc(Oc5ccccc5)cc4)nc4ccccc34)CC2)cc1
 : -5	-7	7
> O=C(O)c1coc(CN(Cc2ccco2)Cc2ccccc2C(F)(F)F)n1
 : -2	-3	0
> CCOC(=O)N1CCC(NCCc2nnc(N)s2)CC1
 : -10	.	21
> COC(=O)c1sc(NC(=O)CN2CCCCCCC2)c(C(=O)OC)c1C
 : -10	-3	2
> Cc1cc(Nc2nc(-c3ccc(Br)cc3)c(C)s2)n(C)n1
 : -10	.	2
> Cc1cc(C)c(S(=O)(=O)NCc2ccc3c(c2)OCO3)c(C)c1
 : -8	.	2
> Cc1ccc(NC(=O)c2cccnc2SCC(F)(F)F)c(Cl)c1
 : 2	.	0
> CC(C)c1nn(-c2ccccc2)cc1CNCC(C)(C)N1CCN(C)CC1
 : -1	.	4
> CCOc1ccc(NC(=O)Cn2nc(-c3ccccc3)c3sc(N4CCCC4)nc3c2=O)cc1
 : -11	-9	-2
> Cc1ccncc1NC(=O)C(C)Oc1ccccc1Br (stereo unspecified)
 : -4	.	3
> Cc1ccc2[nH]c(CN(Cc3ccccn3)CC3CCCO3)nc2c1C (stereo unspecified)
 : -4	.	-4
> Cc1ccc(-n2nc(C(C)(C)C)cc2NC(=O)CN(Cc2ccco2)C(=O)Nc2ccc(Cl)cc2Cl)c(C)c1
 : -7	-5	4
> CN(C(=O)c1cc2ccccc2c(=O)[nH]1)c1ccccc1
 : -6	.	1
> O=C(c1ccccc1Cl)N1CCCC(Nc2ccccc2)C1 (stereo unspecified)
 : -4	-4	6
> O=C(c1ccco1)N1CCC(CN2C(=O)CSC2c2ccc(C(F)(F)F)cc2)CC1 (stereo unspecified)
 : -4	-5	-1
> COc1ccccc1C(CC#N)C1CCOC(C)(C)C1 (stereo unspecified)
 : -5	-4	4
> O=C(CC(NCCC1=CCCCC1)C(=O)O)Nc1cc(Cl)ccc1Cl (stereo unspecified)
 : -9	.	3
> COCCCNC(=O)c1cc(NC(=O)C2C[C@H]2c2ccccc2)ccc1N1CCN(c2ccccc2OC)CC1 (stereo partly specified)
 : -3	-6	17
> Fc1cccc(C2c3cccn3CCCN2Cc2ccccn2)c1 (stereo unspecified)
 : -8	-6	16
> Cc1ncc(CN2CCC(c3nn(C)c(=O)n3Cc3ccccc3)CC2)cn1
 : -1	-16	4
> CC(=O)Nc1nc(-c2cc3cc([N+](=O)[O-])ccc3oc2=O)cs1
 : 1	-7	-2
> CN1CCN(C(=O)C2CCC(O)CC2)CC1C(=O)O (stereo unspecified)
 : -5	.	0
> Cc1cc(C(=O)NCc2cccnc2Oc2cccc(C(F)(F)F)c2)n[nH]1
 : -4	.	1
> C#CCOc1c(Cl)cc(CNC(C)c2cccs2)cc1OC (stereo unspecified)
 : 4	.	-3
> CCOC(=O)C1CCCN(C(=O)c2cnn(C(C)(C)C)c2C(C)C)C1 (stereo unspecified)
 : -6	-4	17
> CCOC(=O)c1c(C)n(-c2ccccc2Cl)c2c1cc(O)c1ccccc12
 : -10	-4	-4
> Cn1ncc2c(NCc3ccccc3)nc(NCCCO)nc21
 : -5	-9	4
> CCc1nnc2n1N(C(C)=O)C(c1ccc(F)cc1)=C(C(C)=O)S2
 : -7	.	7
> CN1CCN(NC(=O)CC2CCCC2)CC1
 : -5	-5	4
> Cc1cc(C)cc(N2C(=O)CSC2c2ccc(NC(=O)CCc3ccccc3)cc2)c1 (stereo unspecified)
 : -5	-5	-1
> Cc1cc(C)c(C)c(S(=O)(=O)N2CCC(C(=O)NCc3ccc(CN(C)C)cc3)CC2)c1C
 : 5	-2	4
> Cc1ccc(NC(=O)CN(C)Cc2cc(F)cc3c2OCOC3)cc1
 : -3	.	4
> O=C(O)c1nnn(-c2ccccc2)c1CSc1ncccn1
 : -1	.	-3
> Cc1cccc(Nc2ncccc2C(=O)NCc2ccc(N(C)C)cc2)c1C
 : 0	2	-1
> COc1ccc(OCc2ccc(-c3nc(C#N)c(N4CCC(C(N)=O)CC4)o3)o2)cc1
 : -5	-8	-1
> Cc1ccc(CNC(=O)CCC2CCCN(C(=O)/C=C/c3ccccc3F)C2)o1 (stereo unspecified)
 : 2	.	-4

Laid out differently: entries from further up
structure | hcGAS inh | mcGAS lum | NPYLR7 ag
CN1CCN(NC(=O)CC2CCCC2)CC1 | -5 | -5 | 4
CCOc1cccc(OCCCOc2ccc(Cl)cc2C)c1 | -3 | . | -6

As entered above.
Cc1cc(C)cc(N2C(=O)CSC2c2ccc(NC(=O)CCc3ccccc3)cc2)c1 (stereo unspecified) – NPYLR7 ag: -1
C#CCOc1c(Cl)cc(CNC(C)c2cccs2)cc1OC (stereo unspecified) – hcGAS inh: 4
Cc1ccc(NC(=O)CN(C)Cc2cc(F)cc3c2OCOC3)cc1 – NPYLR7 ag: 4
Cc1cc(C)c(C)c(S(=O)(=O)N2CCC(C(=O)NCc3ccc(CN(C)C)cc3)CC2)c1C – NPYLR7 ag: 4
Cc1cccc(Nc2ncccc2C(=O)NCc2ccc(N(C)C)cc2)c1C – mcGAS lum: 2
CCOC(=O)c1c(C)n(-c2ccccc2Cl)c2c1cc(O)c1ccccc12 – hcGAS inh: -10

Continuation:
Order of results – hcGAS inh	mcGAS lum	NPYLR7 ag
> O=C(c1c(F)cc(F)cc1F)N1CCC(n2cnc3ccc(F)cc32)CC1
 : -1	-3	23
> O=C(Cc1cc2ccccc2[nH]c1=O)N1CCc2cc(Br)cc(F)c21
 : 37	-3	-2
> O=C(NC(=S)NCCc1ccccc1)c1ccco1
 : 4	-7	6
> Nc1cc2c(cc1Cl)OCCCO2
 : -5	.	0
> Cc1cc(C)nc(-n2nc(C)cc2NC(=O)CSc2nnnn2C)n1
 : -1	-2	1
> O=C(OCc1nccn1C(F)F)c1ccc(N2CCCC2=O)cc1
 : -17	.	-4
> Cc1c(C)c(C(=O)NCc2cccc(C(F)(F)F)c2)n(Cc2ccc(F)c(F)c2)c1C
 : -17	-7	13
> Cc1cnc(-n2cnnc2)c(/C=C/c2ccccc2)c1
 : -8	-19	23
> COc1ccc(CCn2c(-c3c(OC)ccc4ccccc34)nc3ccc(Cl)cc3c2=O)cc1
 : -8	-6	4
> CC(=O)Cn1c(=O)c2c(nc3n(-c4ccc(C)cc4)c(C)cn23)n(C)c1=O
 : 1	.	4
> O=C(c1ccc(=O)[nH]n1)N1CCc2nnc(CCc3ccccc3)n2CC1
 : -2	-18	3
> COc1cc(NC(=O)CCNC(=O)C23CC4CC(CC(C4)C2)C3)c(OC)cc1Cl
 : -7	.	11
> O=C(OC1CCOC1=O)c1ccc([N+](=O)[O-])o1 (stereo unspecified)
 : -7	.	5
> COc1ccc2c(c1)C1(CC(=O)N(CC(=O)N(C)C)C1=O)C(=O)N2CCCOc1ccccc1OC (stereo unspecified)
 : -5	-4	-1
> COCCN(Cc1nccn1Cc1ccc(Cl)cc1Cl)C(=O)c1cccc(OC)c1
 : 1	3	-1
> Cc1cccc(C(=O)Nc2cccc(C3SCCS3)c2)n1
 : -9	-10	10
> CC(=O)Oc1c(-c2ccc(NC(=O)c3cccs3)cc2)c(-c2ccccc2F)nn1-c1ccccc1C
 : 1	-5	-1
> CC(=NNC(=O)c1cc2c(s1)CCC(C)C2)c1ccc[nH]1 (stereo unspecified)
 : -1	.	-1

A draw from above in order of heavy-atom count, falling.
Order of results – hcGAS inh	mcGAS lum	NPYLR7 ag
> COCCN(Cc1nccn1Cc1ccc(Cl)cc1Cl)C(=O)c1cccc(OC)c1
 : 1	3	-1
> O=C(OCc1nccn1C(F)F)c1ccc(N2CCCC2=O)cc1
 : -17	.	-4
> O=C(NC(=S)NCCc1ccccc1)c1ccco1
 : 4	-7	6
